Screening data deposited in PubChem BioAssay by National Center for Advancing Translational Sciences (NCATS).
Tb PFK block: qHTS Assay to Find Inhibitors of T. brucei phosphofructokinase; ATP-dependent 6-phosphofructokinase (Trypanosoma brucei brucei), O15648; 330,000 compounds, 0.17% hits; Potency, µM (titrated, usually from 57.5 µM), inactives show at the highest dose activity, negative = inhibition, actives largely listed as inhibitors; T. brucei PFK, ADP-Glo luminescence; AID 485367, 2010;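 further: potency means the concentration at half of the fitted maximal effect; 0% = uninhibited 1x PFK enzyme wells and -100% = no-enzyme wells; nearly all actives have a fitted effect of over 60% in size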
Target sequence (O15648 whole entry, looked up): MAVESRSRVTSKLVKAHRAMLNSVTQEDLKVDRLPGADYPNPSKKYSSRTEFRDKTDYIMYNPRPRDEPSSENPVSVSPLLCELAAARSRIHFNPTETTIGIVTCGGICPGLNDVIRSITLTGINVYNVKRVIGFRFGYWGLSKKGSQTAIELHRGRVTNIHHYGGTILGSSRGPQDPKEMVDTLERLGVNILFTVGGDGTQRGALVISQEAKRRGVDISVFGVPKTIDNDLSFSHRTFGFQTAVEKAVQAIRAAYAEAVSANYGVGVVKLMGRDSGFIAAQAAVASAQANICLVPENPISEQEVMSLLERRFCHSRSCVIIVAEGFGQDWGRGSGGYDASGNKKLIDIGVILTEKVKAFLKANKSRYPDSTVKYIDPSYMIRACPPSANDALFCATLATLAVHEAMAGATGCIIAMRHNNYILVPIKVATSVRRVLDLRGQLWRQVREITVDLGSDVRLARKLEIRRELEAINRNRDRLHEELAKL
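PFK 1.25 nM, F6P 0.5 mM, ATP 0.1 mM, 0.1 M TEA pH 8.0, 5 mM MgCl2, 0.01% Tween20, 0.1% BSA; 45 min RT. ADP-Glo readout. qHTS titration up to 57 uM; curves fitted, compounds curve-classed.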
Rab9 promoter act: qHTS Assay for Rab9 Promoter Activators; Huh7 Rab9 promoter-luciferase reporter, luminescence, 24 h; Potency, µM (doses to about 9.22 µM), inactives show at the highest dose activation, negative = inhibition, most hits filed as activators; 320,000 compounds, 2.8% hits; AID 485297, 2010; further: potency means the concentration at half of the fitted maximal effect; % of control where 0% means no effect; nearly all actives have a fitted effect of over 60% in size
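Cell-based reporter: Huh7 stable for Rab9 promoter-driven luciferase, plated in reduced-serum medium with 10% FBS at 1500 cells/well, compound-treated 24 h at 37 °C, luminescence read after 10 min reagent.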
RORg inh: qHTS for inhibitors of ROR gamma transcriptional activity; Drosophila S2 Gal4-RORgamma UAS-luciferase reporter, 20 h; Potency, µM (doses to about 53.6 µM), inactives show top-dose activity change, negative = inhibition, most hits filed as inhibitors; 310,000 compounds, 5.4% hits; further: potency means the concentration at half of the fitted maximal effect; on the % scale 0 is the no-effect control and ±100 the full control effect; nearly all actives have a fitted effect of over 60% in size
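In this cell-based reporter format, copper sulfate (700 uM final) drives Gal4–ROR gamma fusion expression from a metallothionein promoter in Drosophila Schneider cells; compounds preincubated 1 hr, reporter read after 20 hr at ambient temperature.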
NPC1 promoter act: qHTS Assay for NPC1 Promoter Activators; AID 485313, 2010; Potency, µM (titrated, usually from 9.22 µM), without a hit: at the top dose activation, hits mostly activators; 320,000 compounds, 2.4% hits; Huh7 NPC1 promoter luciferase reporter, 24 h;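 further: potency means the concentration at half of the fitted maximal effect; % of control where 0% means no effect; nearly all actives have a fitted effect of over 60% in size; reporter is driven by a mutant NPC1 promoter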
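Compounds in DMSO were transferred onto Huh7 NPC1-luciferase reporter cells pre-incubated 2 h; after 24 h at 37 °C, Amplite reagent was dispensed and luminescence recorded 10 min later.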
FLuc counter: qHTS profiling assay for firefly luciferase inhibitor/activator using purifed enzyme and Km concentrations of substrates (counterscreen for miR-21 project); Luciferin 4-monooxygenase (Photinus pyralis), P08659; purified FLuc, Km substrates, luminescence inhibition; 360,000 compounds, 6.9% hits; Potency, µM (titrated, usually from 57.5 µM), for the others: at the top dose activity change, negative = inhibition, usual class: inhibitors;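 further: potency means the concentration at half of the fitted maximal effect; plate controls were vehicle for no effect and reference inhibitor for full effect; nearly all actives have a fitted effect of over 55% in size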
Target sequence (P08659 whole entry, looked up): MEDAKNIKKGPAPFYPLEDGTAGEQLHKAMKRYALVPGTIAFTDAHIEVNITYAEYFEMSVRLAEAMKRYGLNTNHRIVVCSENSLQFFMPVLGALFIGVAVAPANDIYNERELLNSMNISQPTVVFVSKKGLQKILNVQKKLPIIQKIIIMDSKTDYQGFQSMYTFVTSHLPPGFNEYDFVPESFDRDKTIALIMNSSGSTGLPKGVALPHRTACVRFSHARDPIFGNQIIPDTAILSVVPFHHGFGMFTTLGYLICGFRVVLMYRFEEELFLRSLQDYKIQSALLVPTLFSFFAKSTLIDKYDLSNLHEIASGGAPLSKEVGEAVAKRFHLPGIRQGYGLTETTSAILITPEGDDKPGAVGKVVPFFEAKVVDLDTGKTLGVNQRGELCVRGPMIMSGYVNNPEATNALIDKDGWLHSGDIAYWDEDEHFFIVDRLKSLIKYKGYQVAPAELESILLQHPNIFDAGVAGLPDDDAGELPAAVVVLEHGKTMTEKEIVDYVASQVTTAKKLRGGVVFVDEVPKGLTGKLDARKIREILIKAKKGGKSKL
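Purified P. pyralis luciferase, 10 nM final, with Km-level 10 uM D-luciferin and 10 uM ATP in 50 mM Tris acetate pH 7.5, 10 mM Mg acetate, 0.01% Tween-20, 0.05% BSA; 6-point qHTS titration about 60 µM downward; luminescence read.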
VP16 counter: VP16 counterscreen qHTS for inhibitors of ROR gamma transcriptional activity | Potency, µM (top dose mostly 53.6 µM), for inactives: at the top dose activity, negative = inhibition, most hits filed as inhibitors | 310,000 compounds, 3.5% hits | Drosophila S2 Gal4-VP16 UAS-luciferase, luminescence, 20 h;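 further: Gal4-VP16 expression switched on by copper sulfate through the metallothionein promoter; potency means the concentration at half of the fitted maximal effect; on the % scale 0 is the no-effect control and ±100 the full control effect; nearly all actives have a fitted effect of over 50% in size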
KCNH2 3.1 inh: qHTS for Inhibitors of KCHN2 3.1: Mutant qHTS | Potassium voltage-gated channel subfamily H member 2, brain isoform KCNH2 3.1 (human) | U2OS KCNH2 3.1, thallium flux FluxOr; hits give low values | activity change, % (tested at about 1.8 µM) | 340,000 compounds, 0.95% hits | AID 720553, 2013;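 active means maximum activity change below -70%; inconclusive means maximum activity change from -70% to -50%; inactive means maximum activity change above -50%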;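 further: thallium influx rate constant from kinetic fluorescence after stimulation buffer; on the % scale 0 is the no-effect control and ±100 the full control effect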
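U2OS cells transduced with KCNH2 3.1 mutant virus (1.77 x 10^8 /mL, 4 h), plated overnight at 37 C, loaded 45 min with FluxOr dye plus Red40 quencher. Thallium flux rate constant from kinetic reads after stimulation buffer, normalised to controls.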
Giardia killer: Small Molecules that selectively kill Giardia lamblia: qHTS; Giardia lamblia trophozoite viability; activity change, % at 7.66 µM, hits read low; 340,000 compounds, 0.15% hits; AID 540267, 2011; in the data active means activity change below about -80%; inconclusive means between about -30% and that limit;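 further: parasites exposed to compound for two days anaerobically before the ATP read; on the % scale 0 is the no-effect control and ±100 the full control effect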
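Giardia lamblia trophozoites (100 cells/well) were incubated with compounds for 48 h at 37 deg C under anaerobic conditions. Viability was read as ATP content by one-step luminescence after 15-30 min at room temperature.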
uPA generation: qHTS for Inhibitors of Cell Surface uPA Generation; cell surface uPA generation assay, qHTS; Potency, µM (top dose mostly 38.3 µM), inactives show at the top dose activity change, negative = inhibition, actives largely listed as inhibitors; 330,000 compounds, 0.31% hits; AID 540303, 2011; active means well fitted inhibition curve with a large enough effect; inconclusive means small, poorly fitted or top-dose-only effect; inactive means no such curve, though single readings can be large or run the other way; tested in mouse RAW 264.7 cells; further: potency means the concentration at half of the fitted maximal effect; on the % scale 0 is the no-effect control and ±100 the full control effect; nearly all actives have a fitted effect of over 55% in size
Coupling enz: qHTS Assay for Inhibitors of Fructose-1,6-bisphosphate Aldolase from Giardia Lamblia: Coupling assay counterscreen | coupling enzyme system counterscreen, AmpLite Red fluorescence | activity change, negative = inhibition, % at 58.2 µM, hits read low | 290,000 compounds, 0.67% hits; in the data active means activity change below about -30%; further: on the % scale 0 is the no-effect control and ±100 the full control effect
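First, compound is pin-transferred into glyceraldehyde-3-phosphate coupling-enzyme reagent at 57.5 uM final and held 10 min at RT. Next, substrate, coupling system and AmpLite Red are added. After 20 min RT, fluorescence (525/598 nm) is read.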
ELG1 genotox: qHTS screen for small molecules that induce genotoxicity in human embryonic kidney (HEK293T) cells expressing luciferase-tagged ELG1 | HEK293T ELG1-luciferase reporter, luminescence, 16 h | Potency, µM (top dose mostly 46 µM), for the others: at the highest dose activity change, positive = activation, usual class: activators | 330,000 compounds, 1.3% hits | AID 504466, 2011; further: potency means the concentration at half of the fitted maximal effect; % of control where 0% means no effect; nearly all actives have a fitted effect of over 60% in size
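Step 1: seed 2,000 HEK293T ELG1-luciferase cells per well. Step 2: add compound or DMSO, incubate 16 hr at 37 °C. Step 3: ONE-Glo, 30 min at room temperature, read luminescence.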
Active calls of the source: *; ? = inconclusive; . = not tested or not shown; & = joins results of further samples; [ ] = remark or other dose. Unless noted, the call rests on the fitted dose curve; in most records, active means well fitted curve in the direction sought with a large enough effect; inconclusive means small, poorly fitted or top-dose-only effect, or another doubt; inactive means no such curve, though single readings can be large; an effect the other way counts as inactive or inconclusive. This is a random part of the collection. Share with any hit: about 14%.

SMILES	Tb PFK block	Rab9 promoter act	RORg inh	NPC1 promoter act	FLuc counter	VP16 counter	KCNH2 3.1 inh	Giardia killer	uPA generation	Coupling enz	ELG1 genotox
Cc1ccc(C(c2sc3nc(C)nn3c2O)N2CCN(c3ccccc3)CC2)cc1 (stereo not given)	2%	-9%	-18%	1%	-1%	-8%	-1	8	8%	-1	1%
CCn1c(C)nc2cc(C(=O)N3N=C(CCOC)CC3(O)C(F)(F)F)ccc21 (stereo not given)	3%	-5%	?	-3%	-1%	35µM*	12	-24	7%	0	0%
O=C(C[C@@H]1C/C=C/CC[C@@H](Cc2ccc(F)cc2)C(=O)OCCNC1=O)N[C@H](CO)Cc1ccccc1	17%	.	.	.	.	.	-3	-29	0%	.	-3%
Cc1cc(NS(=O)(=O)c2ccc(NC(=O)CSc3nc4ncc(Cl)cc4[nH]3)cc2)nc(C)n1	-1%	-6%	9%	-3%	-6%	-3%	-4	15	18%	5	-5%
COc1ccc(Cl)cc1C(=O)Nc1ccc(NC(=O)c2ccco2)cc1	1%	1%	16%	0%	1%	-6%	2	2	-3%	4	5%
CCOC(=O)N1C/C(=C\c2ccccc2)C(=O)/C(=C/c2ccccc2)C1	-10%	-51%[inhibitor]	18µM*	-13%	-4%	?	-19	?	9%	-1	?
CCOc1cc(C)c(Cl)cc1S(=O)(=O)NC1CC(C)(C)NC(C)(C)C1	0%	-2%	3%	1%	0%	-18%	13	18	-4%	-1	-2%
COC(=O)c1cc2nc(-c3ccc(C)cc3)cc(C(F)(F)F)n2n1	2%	18%	13%	-6%	-2%	-25%	18	9	4%	0	13%
CC1(OC(=O)C2CCCC2)C(=O)C=C2C=C(c3ccsc3)N(CCc3c[nH]c4ccccc34)C=C2C1=O (stereo not given)	-3%	-4%	3%	-1%	-4%	-1%	.	-10	7%	-10&-21	-3%
COc1ccc(-c2csc(Nc3ccccc3)[n+]2Cc2ccccc2)cc1	-3%	21%	-23%	5%	?	-14%	-11	-23	9%	1	5%
Cc1c(Cl)cccc1NC(CC(=O)c1ccccc1)C(=O)O (stereo not given)	?	-1%	7.9µM*	0%	?	6.3µM*	-19	-2	-18%	1	10%
O=C(CSC1=NC2(CCCCCC2)N=C1c1ccccc1)Nc1ccc2c(c1)OCCO2	-2%	-7%	?	-2%	3%	6%	4	-8	-11%	-2	1%
Cc1ccccc1OCC(=O)Nc1cccc(Cl)c1C	-12%	-5%	-1%	7%	-9%	3%	-3	9	4%	0	0%
C/C(=N\NC(=O)CSc1nc2nc(C)cc(C)n2n1)c1ccccc1	.	.	-1%	.	-4%	-3%	1	7	4%	-2	.
COc1ccc(-c2sc3ccc(N4CCOCC4)cc3c2C#CCCO)cc1	1%	.	.	.	.	.	6	0	?	.	-6%
COc1cc(C)c(CNc2cccc(C)c2)cc1C	-15%	0%	28%	-3%	3%	2%	4	8	11%	1	3%
COCCCNC(=O)C[C@H]1C[C@H](C(=O)N(C(C)C)C(C)C)[C@@]2(C)c3[nH]c4cc(CCC(=O)N(C)C)ccc4c3CCN2C1=O	1%	.	.	.	.	.	13	-18	3%	.	2%
CCc1ccc(NC(=S)NNC(=O)c2ccccc2OC(F)F)cc1	-1%	-1%	-41%	2%	-16%	?	.	.	.	0	-7%
COc1ccc(C(=O)N2CCc3cc(OC)c(OC)cc3C2c2ccc(OC)c(OC)c2)cc1 (stereo not given)	0%	-2%	18%	2%	-3%	-3%	4	-4	-3%	1	3%
Cc1ccc(OCCn2c(CCNC(=O)C(C)C)nc3ccccc32)cc1	-5%	-7%	4%	-3%	1%	0%	1	9	-8%	0	1%
O=C(NCCc1nc2ccccc2[nH]1)/C(=C/c1ccco1)NC(=O)c1ccccc1Br	-4%	-10%	?	0%	3%	-10%	-23	8	-5%	0	-4%
COc1ccc([N+](=O)[O-])cc1NC(=O)CSc1ncccn1	4%	-3%	8%	1%	-1%	0%	14	7	1%	-1	0%
COc1ccc(NC(=O)c2ccccc2OCc2c(C)noc2C)cc1OC	3%	-5%	-27%	-4%	0%	0%	-5	-19	9%	.	6%
CCOc1ccccc1C(=O)Nc1cccc(-c2ccc3nncn3n2)c1	-1%	-12%	-3%	-10%	-3%	-2%[10 µM]	-12	-10	-2%	5	-6%
CCOC(=O)CN(C(=O)CSc1nnc(COc2ccc(OC)cc2)n1C)c1ccccc1	-1%	2%	4%	-3%	1%	3%	5	-10	2%	-1	-2%
O=C1c2ccccc2C(=O)N1CCCn1c(=O)oc2ccccc21	-1%	11%	?	15%	?	3%	11	5	-7%	1	?
CCOc1ccc(NC(=O)CN2CCc3ccccc3C2)cc1	1%	-4%	?	-4%	-16%	-1%	1	-8	-2%	2	-6%
Cc1ccccc1CC1CCN(CCCNC(=O)Nc2ccccc2)CC1	-3%	-32%[inhibitor]	-16%	-1%	0%	0%	-80*	8	-11%	0	-5%
O=c1ccc2ccccc2o1	-2%	-4%	2%&5%&-17%	1%	4%	2%&-11%&-19%	-6	-2	-5%	0&-1	-1%
O=C(COC(=O)c1cn(-c2ccccc2)nc1-c1ccc(F)cc1)Nc1ncc(Cl)cc1Cl	-4%	?	?	21%	?	?	-2	14	1%	1	?
c1ccc2c(N3CCCCC3)ncnc2c1	2%	-2%	5%	0%	-1%[2.3 µM]	-5%	2	11	-4%	2	-7%
CCc1ccc(NC(=O)C2CCN(S(=O)(=O)c3ccc4c(c3)N(C(C)=O)CCO4)CC2)cc1	-3%	-3%	26%	-2%	-1%	5%	2	10	-23%	.	-6%
Cc1ccc(NC(=O)C2Cc3ccccc3C(=O)O2)cc1 (stereo not given)	-1%	?	21%	?	?	0%	-6	0	5%	-1	?
COc1ccc2nc(/N=C/c3c(C)[nH]n(-c4ccc(C)cc4)c3=O)sc2c1	0%	22%	-71%	11%	7.6µM*	-8%	15	-24	-4%	4	4%
Cc1sc2nc(-c3ccccn3)[nH]c(=O)c2c1-c1ccccc1	1%	28%	1.1µM*	24%	11µM*	4.5µM*	-1	-3	-13%	-7	?
Cn1c(SCC(=O)CC(=O)Nc2ccccc2)nnc1-c1ccc(O)cc1	1%	1%	-5%	-7%	?	3%	-19	-7	5%	0	1%
Cc1[nH]n(-c2ccccc2)c(=O)c1C=Nc1ccc(S(=O)(=O)Nc2nccs2)cc1	24%	1%	7%	-2%	2%	11%	-4	2	-3%	2	-8%
CCc1ccc(Nc2n[n+](-c3ccccc3)c(/C=C/c3ccccc3)s2)cc1	3%	-2%	?	1%	12µM*	-88%	.	.	.	1	-7%
CCOC(=O)Cn1ncc(-c2ccccc2)c1N	1%	17%	-8%	1%	?	5%	-4	-3	.	-1	14%
COCCNC(=O)CSc1ccccc1C(=O)NC1CCCc2ccccc21 (stereo not given)	-2%	-2%	-13%	5%	-3%	-5%	1	-5	0%	1	-2%
O=C(Nc1cccc(-c2cccc(Cl)c2)c1)C1CCN(C2CCC2)CC1	-5%	-3%	-25%	0%	-15%	-18%	12	-23	-6%	.	0%
C#CCOCCOCCOCCNc1nc(N2CCN(C(=O)CCCCCCCCCCNC(=O)[C@@H](CCSC)n3cc(CCO)nn3)CC2)nc(N2CCN(C(=O)CCCCCCCCCCNC(=O)[C@H](CCC(=O)O)n3cc(CCCCCN)nn3)CC2)n1	-3%	1%	.	-4%	2%	.	10	16	-3%	.	3%
COc1ccc(OCCNC(=O)CCCO)cc1	4%	-3%	-1%	4%	-1%	0%	-27	4	-9%	-3	2%
Cc1noc(C)c1COc1ccc(C(=O)OCC(=O)N2c3ccccc3NC(=O)C2(C)C)cc1	-22%	2%	4%	-1%	-2%	-3%	-4	-8	4%	0	-1%
Cc1ccc(NC(=O)c2ccccc2[N+](=O)[O-])nc1	-4%	-1%	0%	1%	-2%	5%	16	0	-14%	4	2%
CCCOc1ccccc1/C=C1/C(=O)ON=C1C	0%	-5%	0%	-7%	?	0%	19	10	9%	3	?
CCCS(=O)(=O)N1CCC(C(=O)NC2CCCCC2C)CC1 (stereo not given)	3%	4%	8%	-4%	5%	-2%	2	-8	4%	2	-1%
